Compound activity as filed in PubChem.
TNAP inh no acc = blocks human TNAP activity with no phosphate acceptor present | P05186 | purified TNAP, CDP-star luminescence, 30 min | inhibition, % at 20 µM | 200,000 tested, 0.26% active;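 active = tissue-nonspecific alkaline phosphatase inhibition above about 50% at 20 µM in the single-dose screen, limit read from the data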;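 also: 0% = DMSO negative control and 100% = EDTA positive control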
Target sequence (P05186 whole entry, looked up): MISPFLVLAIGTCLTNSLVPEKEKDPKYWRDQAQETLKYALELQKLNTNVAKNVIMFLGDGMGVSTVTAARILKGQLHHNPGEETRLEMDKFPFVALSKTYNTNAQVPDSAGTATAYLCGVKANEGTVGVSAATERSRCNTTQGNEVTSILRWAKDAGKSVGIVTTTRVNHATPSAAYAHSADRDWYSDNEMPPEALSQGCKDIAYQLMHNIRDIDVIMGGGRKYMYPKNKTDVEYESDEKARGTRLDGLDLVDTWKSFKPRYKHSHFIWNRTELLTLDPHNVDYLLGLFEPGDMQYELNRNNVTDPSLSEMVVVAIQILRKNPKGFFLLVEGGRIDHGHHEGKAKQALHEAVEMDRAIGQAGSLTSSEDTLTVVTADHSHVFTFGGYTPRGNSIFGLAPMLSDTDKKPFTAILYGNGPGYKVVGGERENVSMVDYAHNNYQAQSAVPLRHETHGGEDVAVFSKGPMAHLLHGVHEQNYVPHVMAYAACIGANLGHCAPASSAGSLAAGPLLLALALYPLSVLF
TNAP act hi DEA = increases human TNAP activity under high phosphate acceptor concentration. P05186. purified TNAP, CDP-star luminescence, 1 M DEA, 30 min; hits give high values; 0 = EDTA background, 1 = DMSO-only activity. activation factor at 20 µM. 200,000 tested, under 10 active. AID 1136;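 active = activation factor at least 2 at 20 µM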
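system = human TNAP | amount = enzyme diluted 1/800 final | reagent = 100 µM CDP-star substrate | signal = luminescent substrate turnover signal | dosing = one dose, 20 µM | benchmarks = EDTA negative control, DMSO positive control | measure = activation factor | timing = 30 min reaction, room temperature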
Lmaj promast = inhibitors of Leishmania major promastigote growth. Leishmania major promastigotes, resazurin fluorescence viability. inhibition, % at 10 µM. 200,000 tested, 9% active; in the data active = inhibition above about 50%;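 also: promastigotes grown with compound for 44 hours at 28 °C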
FLuc act counter = affects firefly luciferase, flagging false hits in luciferase stimulation screens; activation factor at 10 µM; ATPlite luciferase biochemical, luminescence, 10 min; 0 = ATP-free wells, 1 = DMSO control; AID 1027; 200,000 tested, under 10 active;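 active = luciferase activation factor, scaled between plate controls, of at least 2 with compound at 10 µM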
Target sequence (P08659 whole entry, looked up): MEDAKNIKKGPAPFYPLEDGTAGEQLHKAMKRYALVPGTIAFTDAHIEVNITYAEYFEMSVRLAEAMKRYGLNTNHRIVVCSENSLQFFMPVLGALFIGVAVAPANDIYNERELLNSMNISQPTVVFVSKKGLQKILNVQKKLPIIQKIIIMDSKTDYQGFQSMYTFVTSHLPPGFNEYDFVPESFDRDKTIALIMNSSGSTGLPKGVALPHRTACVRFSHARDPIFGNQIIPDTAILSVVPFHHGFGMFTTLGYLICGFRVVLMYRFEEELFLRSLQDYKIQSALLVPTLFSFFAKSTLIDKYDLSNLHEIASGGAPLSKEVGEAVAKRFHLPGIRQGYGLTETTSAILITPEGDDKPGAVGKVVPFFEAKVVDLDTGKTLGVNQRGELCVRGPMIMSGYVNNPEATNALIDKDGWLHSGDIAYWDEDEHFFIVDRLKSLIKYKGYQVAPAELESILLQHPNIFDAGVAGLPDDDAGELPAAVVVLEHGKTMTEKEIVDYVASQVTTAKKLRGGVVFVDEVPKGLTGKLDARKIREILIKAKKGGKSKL
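System: luciferase plus luciferin reagent, cell-free; medium: PBS as buffer for the ATP substrate; dosing: test compounds dosed from 2 mM stocks in 100% DMSO; timing: 10 min post-reagent at room temperature; measured by: luminescence measurement of luciferase light output; evaluation: luciferase activation, seen as luminescence increase over controls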
FLuc inhib CS = Photinus pyralis luciferase inhibition counter-screen; inhibition, % at 10 µM; AID 1006; 200,000 tested, 1.5% active; P08659; ATPLite firefly luciferase biochemical luminescence, 10 min;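 active = inhibition above about 50% when tested at 10 µM, limit read from the data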
bIAP inhibitor = intestinal alkaline phosphatase (bovine) inhibition | purified bovine IAP, CDP-star luminescence, 30 min | AID 1019 | inhibition, % at 20 µM | 190,000 tested, under 10 active;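 active = over 50% inhibition of intestinal alkaline phosphatase at 20 µM in the single-dose screen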
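System: purified bovine intestinal alkaline phosphatase (IAP) enzyme; Input: IAP diluted 1/65,000,000 in the well; Measured by: CDP-star luminescence signal; Compound dosing: 20 µM single dose; Incubation: 30 min reaction at room temperature.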
bIAP act = increases bovine intestinal alkaline phosphatase activity; 200,000 tested, 0.17% active; purified bovine IAP, CDP-star luminescence, 30 min; hits give high values; fold of DMSO-control signal, blank-subtracted; activation factor at 20 µM;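 active = activation factor of 2 or more at 20 µM, a signal rise over negative controls twice the positive control's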
TNAP inh hiacc = TNAP (human) inhibition, high acceptor; purified TNAP, CDP-star luminescence, 1 M DEA; AID 1135; P05186; 200,000 tested, 0.03% active; inhibition, % at 20 µM;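 active = over 50% inhibition of tissue-nonspecific alkaline phosphatase at 20 µM in the single-dose screen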;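 also: plate controls were DMSO wells for no effect and EDTA-quenched wells as full inhibition for full effect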
APP 5UTR inh = APP translation inhibition; SH-SY5Y APP 5'UTR-luciferase reporter, luminescence; inhibition, % at 2 µM; 190,000 tested, 0.82% active; AID 1285;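 active = inhibition above a set limit, derived from the sample mean plus 3 SD, cut at about 45% in these data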; also: values of inactives mirror those of a sister screen read the other way
RAM network inh = inhibitors of the yeast RAM network; AID 868; inhibition, % at 50 µM; 190,000 tested, 1.8% active; S. cerevisiae dse1pr::URA3 reporter, 5-FOA growth OD615, 2 d; analog-sensitive cbk1-as2 kinase mutant strain;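 active = inhibition above a set limit, 3 SD over mean compound inhibition, cut at about 8.4% in these data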;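 also: 0% = DMSO-only wells with no growth and 100% = 10 µM 1-NA-PP1 full growth; inhibition rescues growth on 5-FOA so higher OD means more RAM inhibition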
* hit, by the source's call; . = not tested or not shown.

canonical_smiles	TNAP inh no acc	TNAP act hi DEA	Lmaj promast	FLuc act counter	FLuc inhib CS	bIAP inhibitor	bIAP act	TNAP inh hiacc	APP 5UTR inh	RAM network inh
CCCCN(C(=O)NC(=O)Nc1ccc(C)cn1)S(C)(=O)=O	-11	1	-5	1	1	2	1	5	-5	-0.8
CO/N=C(\Cn1ncc(N2CCOCC2)c(Br)c1=O)c1ccc(Cl)cc1	-10	1.1	-1	1	-4	-1	1	-6	-10	0.9
CC(CCc1ccccc1)NCC(O)COc1ccccc1 (stereo not given)	6	1	83*	1	-4	-48	1.5	0	-31	1.8
COC(=O)CCC(=O)NC(=S)Nc1cc(Cl)ccc1Cl	-5	1	-6	1	-3	2	1	3	-11	0.9
COc1ccccc1-n1cnnc1SCC(=O)NCC1CCCO1 (stereo not given)	0	1	0	1	-1	-4	1	4	-1	-0.1
Cc1ccc(NC(=O)c2cc(N3C(=O)CCC3=O)ccc2N2CCCCC2)cc1	-8	1	-3	1	-2	-3	1	-2	12	2.5
COc1ccc(O/C(=N\S(=O)(=O)c2ccccc2)c2ccccc2)cc1	-16	1	-3	1	-4	10	0.9	1	-2	0.3
CC1=NC(C#N)=C(C#N)NC(C)(C)C1	-9	1	-7	1	-4	2	1	-3	4	-0.3
CCOC(=O)c1ccc(N2C(=O)CC(Sc3nc(O)c(CC)c(=O)[nH]3)C2=O)cc1 (stereo not given)	2	1	-1	1	-1	1	1	-1	-6	-0.5
CC(=O)Oc1ccc(Oc2ccc(-c3noc(C)n3)cc2)cc1	-9	1	-6	1	0	11	0.9	-2	-25	5.2
CCOC(=O)N1CCN(C(=O)c2cccc(NC3=NC4CS(=O)(=O)CC4S3)c2)CC1 (stereo not given)	6	1	-4	1.1	-7	3	1	2	-4	-0.2
COc1ccc(-c2c3c(nc4sc5c(Cl)nc(C)nc5c24)CCC3)cc1	-13	1.1	1	1.1	-8	4	1	-6	9	-0.2
Cc1ccc(-c2nnn(CC(=O)N(CCO)C(C(=O)NC(C)(C)C)c3ccncc3)n2)cc1 (stereo not given)	-14	1.1	-3	1.1	-7	6	0.9	-5	-10	0.8
Cc1cc(Oc2ccc(Br)cc2)nc(SCC(=O)c2ccccc2)n1	-6	1	29	1.1	-7	-3	1	-4	-6	5.0
Cc1cccc(C)c1NC(=O)C(c1ccccc1)N1CCOCC1 (stereo not given)	-10	1	-4	1.1	-7	40	0.6	0	-4	-0.3
CC(C)CN1C(=O)NC(NS(=O)(=O)c2ccc(N)cc2)(C(F)(F)F)C1=O (stereo not given)	-9	1	43	1.1	-7	3	1	-2	-7	1.4
O=c1[nH]c(CN2CCN(Cc3ccc4c(c3)OCO4)CC2)nc2sc3c(c12)CCC3	-7	1.1	.	1	2	-18	1.2	-11	.	.
CCc1ccc(-c2nc(CN3CCC(C(=O)NCc4ccccc4OC)CC3)c(C)o2)cc1	-72	1.2	42	1	1	-157	2.6*	-16	-1	2.0
Cc1ccc(C)c(N2CCN(C(=O)c3csc(C)c3C)CC2)c1	-8	1	2	1	-5	3	1	-2	2	-0.8
COc1ccc(Nc2nc3ccc(C)cn3c(=O)c2/C=N/O)cc1	-5	1	-4	1	2	1	1	2	-14	5.1
Cc1ccccc1C(=O)Nc1ccc(N2CCN(C)CC2)nc1	9	1	-7	1	-1	-6	1.1	-4	-4	2.5
Cc1sc(/N=C/c2ccccc2O)c(C#N)c1C	-10	1	-4	1	2	.	0.4	-3	-9	1.7
COc1ccc(Cl)cc1-c1nc(SCC(=O)NC(C)C)n[nH]1	18	1	-6	1	-5	-15	1.1	-5	16	5.3
CCn1c(C(C)NC(=O)c2cccs2)n[nH]c1=S (stereo not given)	4	1	-4	1	-2	11	0.9	-1	-20	0.1
COc1ccccc1N1CCN(C(=O)CSc2nc(C)c(C)c(=O)[nH]2)CC1	-8	1	1	0.9	5	-12	1.1	-3	-6	-0.4
O=C(Cn1nc(Cc2cccnc2)c2ccccc2c1=O)NCC1COc2ccccc2O1 (stereo not given)	24	1	-2	1.1	-6	-6	1.1	5	-6	-0.6
CC1CN(CC(O)COC2CCC(C(C)(C)C)CC2)CC(C)O1 (stereo not given)	-2	1	90*	1	-4	-12	1.1	1	14	1.3
Cc1ccc(CNC(=O)CCCc2nc3ccccc3s2)cc1	0	1	-6	1	-1	5	1	4	9	6.0
Cc1cc(C)c(N2C(=NC(=O)CCCC(=O)O)SC3CS(=O)(=O)CC32)c(C)c1 (stereo not given)	1	1.1	-4	1.1	-7	7	0.9	-10	-5	-0.7
O=C(O)CC(NCc1ccco1)C(=O)OCCc1ccccc1 (stereo not given)	-11	1	-6	1.1	-7	2	1	-2	-15	2.4
COC(=O)CSc1nnc(CNC(=O)c2ccc(S(=O)(=O)N3CCCCC3)cc2)n1C	-14	1	-5	1	-4	7	0.9	0	1	2.2
Cc1cc(C)cc(NC(=O)Nc2ccc(Cl)cn2)c1	-4	1.1	2	1.1	-5	18	0.8	-10	-20	1.8
O=C(NCC1CCCN(C(=O)NCc2ccccc2)C1)c1ccc2c(c1)OCO2 (stereo not given)	-3	1	-4	0.9	12	-2	1	0	-38	0.4
Nn1c(Cc2cccc3ccccc23)nnc1SCCOc1ccc(F)cc1	-14	1.1	5	1.1	-6	-23	1.2	-7	17	2.3
Cc1ccc(-c2noc(CSc3nnnn3-c3ccccc3)n2)cc1	-8	1	8	1	2	15	0.8	-4	-7	8.1
COc1ccc(-c2ccc(SCC(=O)N3CCN(c4ccccc4)CC3)nn2)cc1	-7	1.1	-6	1	0	7	0.9	-5	-21	3.1
COc1ccc(-c2nnc3n2-c2ccccc2SC3)cc1OC	-12	1	-1	1	-4	-8	1.1	-4	-4	0.9
CCOC(=O)c1csc(NC(=O)Nc2cccc(OC)c2)n1	-2	1	4	1	3	-24	1.2	3	2	1.6
CCOc1cc(/C=C2/NC(=O)NC2=O)cc([N+](=O)[O-])c1O	15	0.8	0	1	-3	21	0.8	15	-4	1.1
CC(C)(C)C(=O)C[n+]1ccc(C(N)=O)cc1	-7	1	-7	1.1	-5	20	0.8	3	-32	0.2
CC(=O)NCCNc1ccc([N+](=O)[O-])cn1	-10	1	62*	1	-4	6	0.9	-4	6	-0.9
CC(C)C(=O)N(c1cc2sc(=O)oc2c2ccccc12)S(=O)(=O)c1cccs1	3	1	50*	1.1	-6	15	0.9	2	-2	7.7
CCC(=O)N1CCN(c2nc(-c3ccccc3)c3c(c2C#N)CCCC3)CC1	-4	1	76*	1	0	-2	1	-1	6	0.8
Cc1cc(NC(=O)c2ccc(S(=O)(=O)N(C)CC3CCCO3)cc2)no1 (stereo not given)	-1	1	-1	1	-1	-1	1	4	-3	0.4
N#CCSc1nnc(C2CCCCC2)n1Cc1ccccc1	-9	1.1	-3	1	-5	3	1	-6	0	0.1
CCN(C(=O)c1ccc2c(Cl)c3c(nc2c1)CCC3)c1ccc(C)c(C)c1	2	1	20	1.1	-12	14	0.9	-2	-3	-0.3
CN1CCC(OC(=O)c2ccco2)CC1	0	1	-4	1	-3	0	1	-1	1	-0.7
c1ccc2c(c1)OCCOCCOc1ccccc1OCCOCCO2	-6	1	1	1	-2	11	0.9	-2	11	2.6
Cn1c(=O)c2c(SCC(=O)NCc3ccco3)nc(CC(C)(C)C)nc2n(C)c1=O	-13	1.1	26	1.1	-6	4	1	-5	5	3.4
COc1ccc(-c2nnn(CC(=O)N(CC(=O)NCCC(C)C)Cc3cccs3)n2)cc1OC	-17	1.1	3	1	-2	-18	1.2	-6	-12	2.7

Profiles, looked up by structure. Screens in order: TNAP inh no acc, TNAP act hi DEA, Lmaj promast, FLuc act counter, FLuc inhib CS, bIAP inhibitor, bIAP act, TNAP inh hiacc, APP 5UTR inh, RAM network inh
N#CCSc1nnc(C2CCCCC2)n1Cc1ccccc1 is entered as -9, 1.1, -3, 1, -5, 3, 1, -6, 0, 0.1
CC(C)C(=O)N(c1cc2sc(=O)oc2c2ccccc12)S(=O)(=O)c1cccs1 is entered as 3, 1, 50*, 1.1, -6, 15, 0.9, 2, -2, 7.7
O=C(Cn1nc(Cc2cccnc2)c2ccccc2c1=O)NCC1COc2ccccc2O1 (stereo not given) is entered as 24, 1, -2, 1.1, -6, -6, 1.1, 5, -6, -0.6

New compounds follow:
canonical_smiles	TNAP inh no acc	TNAP act hi DEA	Lmaj promast	FLuc act counter	FLuc inhib CS	bIAP inhibitor	bIAP act	TNAP inh hiacc	APP 5UTR inh	RAM network inh
O=C(CCc1ccc(S(=O)(=O)NCCc2ccccc2)cc1)NCc1ccc2c(c1)OCO2	10	1	5	1	-4	18	0.8	-1	22	3.8
COC(=O)c1ccc(COn2c(=O)c(C)[n+]([O-])c3ccccc32)cc1	-13	1.1	-6	1	-3	7	0.9	-5	-8	1.7
O=C1CCC(=O)N1c1ccc(NCCc2ccccc2F)c([N+](=O)[O-])c1	9	0.8	-3	1.1	-7	1	1	20	15	6.9
O=S(=O)(Nc1cccc2nsnc12)c1ccccc1	-9	1	-5	1	-4	19	0.8	4	-3	0.6
O=C1CC(c2ccco2)c2ccc3ccccc3c2N1 (stereo not given)	-16	1.1	-6	1	-4	7	0.9	-9	-6	3.2
C/C(=N\Nc1ccccn1)c1cccs1	0	1	22	0.5	46	11	0.9	1	-76	2.7
O=C(NNS(=O)(=O)c1ccc(F)cc1)C1CC(c2cccnc2)=NO1 (stereo not given)	-9	1	-4	1	2	-6	1.1	-3	-7	0.7
COc1ccc(NC(=O)C23CC4CC(C2)CC(n2cnc(Br)n2)(C4)C3)c(C)c1	-7	1	-4	1.1	-7	3	1	-2	9	-0.7
CC(CCN(C)C)OC(=O)c1ccc(C(C)c2ccccc2)o1 (stereo not given)	-6	1.1	100*	1	-3	-4	1	-6	4	1.2
CN(C)c1ccc(C(CNS(=O)(=O)c2ccc3ccccc3c2)c2c[nH]c3ccccc23)cc1 (stereo not given)	-12	1	7	1	-2	3	1	-3	10	3.0
Cc1ccc(/C=N\NC(=O)Cn2nnc3ccccc32)o1	-12	1	0	1.1	-6	8	0.9	-5	15	0.5
O=S(=O)(Nc1cc(Sc2cccc3cccnc23)c(O)c2ccccc12)c1ccccc1	15	1	100*	1.1	-6	10	0.9	2	75*	8.1
O=C1NC(c2cccc(Cl)c2)Nc2ccccc21 (stereo not given)	-8	1	-2	1	-2	6	0.9	-5	-7	1.7
Cc1cc(C)c(S(=O)(=O)Cc2ccccc2)c(=O)[nH]1	-2	1	-5	1	4	2	1	-2	-6	0.5
O=C(CSc1nc2ccccc2s1)NCCOc1ccccc1	2	1	-9	1	0	48	0.5	2	12	1.9
Cc1cc([N+](=O)[O-])nn1CC(=O)N1CCOCC1	-13	1	-7	1	-4	-1	1	-4	0	3.4
COc1cc(C2NC(=O)NC(C)=C2C(=O)OC2CCCCC2)cc(Br)c1O (stereo not given)	-11	1	-5	1	-1	-8	1.1	-5	-7	.
